MITF inh – human MITF inhibition, primary screen | O75030 | AlphaScreen MITF homodimerization, bead proximity signal | inhibition, % at 2.6 µM | 650,000 compounds, 0.91% hits | AID 1259374; in the data active = inhibition above about 50%;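 also: 0% = vehicle wells with protein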
TEAD-YAP inh – TEAD-YAP interaction inhibition | inhibition, % at 9.12 µM | 640,000 compounds, 1.4% hits | HEK-TIYL cells, TEAD-Gal4/YAP UAS-luciferase luminescence; in the data active = inhibition above about 32%;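 also: 0% = median of test compound wells and 100% = reference inhibitor wells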
FBW7 activator – activators of human E3 ligase FBW7. AlphaScreen FBW7–phospho-cyclin E peptide binding, activator screen. 650,000 compounds, 0.13% hits. AID 1259310. normalized activity (activation), % at 26.1 µM; in the data active = normalized activity above about 1.9%;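 also: purified mutant Fbw7 with reduced substrate affinity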
Target sequence (Q969H0 whole entry, looked up): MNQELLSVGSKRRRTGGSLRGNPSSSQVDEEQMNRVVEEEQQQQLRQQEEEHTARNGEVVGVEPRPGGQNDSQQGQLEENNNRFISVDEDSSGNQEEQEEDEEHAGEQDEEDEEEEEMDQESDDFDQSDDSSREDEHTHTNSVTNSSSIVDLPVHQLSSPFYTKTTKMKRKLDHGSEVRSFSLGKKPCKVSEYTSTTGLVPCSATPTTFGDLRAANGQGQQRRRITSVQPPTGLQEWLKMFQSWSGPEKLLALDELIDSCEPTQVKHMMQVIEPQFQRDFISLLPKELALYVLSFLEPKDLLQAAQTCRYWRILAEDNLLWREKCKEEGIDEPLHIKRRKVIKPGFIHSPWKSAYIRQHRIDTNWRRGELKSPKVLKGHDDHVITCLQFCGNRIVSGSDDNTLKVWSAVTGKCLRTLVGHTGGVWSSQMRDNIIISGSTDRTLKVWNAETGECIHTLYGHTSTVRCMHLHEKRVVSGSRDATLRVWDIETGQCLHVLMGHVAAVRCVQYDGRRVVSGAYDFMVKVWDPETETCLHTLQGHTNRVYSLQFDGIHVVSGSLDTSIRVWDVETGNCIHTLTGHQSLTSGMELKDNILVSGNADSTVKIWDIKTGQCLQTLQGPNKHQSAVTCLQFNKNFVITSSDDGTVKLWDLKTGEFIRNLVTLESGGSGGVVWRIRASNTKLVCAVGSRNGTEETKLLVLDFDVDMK
GPR151 activ – human GPR151 activation | Q8TDV0 | 650,000 compounds, 1% hits | PathHunter beta-arrestin GPR151 cells, luminescence | activation, % at 11.2 µM; in the data active = activation above about 4.9%;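 also: 0% = median of compound wells and 100% = cells with positive control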
Target sequence (Q8TDV0 whole entry, looked up): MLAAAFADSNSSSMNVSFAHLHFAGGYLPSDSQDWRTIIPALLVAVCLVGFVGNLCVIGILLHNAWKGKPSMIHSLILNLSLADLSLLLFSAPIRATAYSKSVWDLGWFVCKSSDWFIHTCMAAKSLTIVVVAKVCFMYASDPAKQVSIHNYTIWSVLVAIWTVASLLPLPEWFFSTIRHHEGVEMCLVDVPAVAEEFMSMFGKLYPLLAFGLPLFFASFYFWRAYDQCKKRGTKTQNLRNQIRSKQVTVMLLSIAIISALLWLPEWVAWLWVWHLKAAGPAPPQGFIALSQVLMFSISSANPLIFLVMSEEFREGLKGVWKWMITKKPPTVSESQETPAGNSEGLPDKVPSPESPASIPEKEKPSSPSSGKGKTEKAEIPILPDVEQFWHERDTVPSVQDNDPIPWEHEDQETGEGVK
Starred values were filed as active, the others as inactive; · = not tested or not shown.

SMILES	MITF inh	TEAD-YAP inh	FBW7 activator	GPR151 activ
CCn1c(SCC(=O)c2ccc([N+](=O)[O-])cc2)nnc1-c1ccncc1	9	-6	0.0	0.1
O=C(c1ccccc1F)N1CCN(c2ccccc2)CC1	-11	2	-0.1	0.1
O=C(Nc1n[nH]c(NC(=O)c2ccccc2F)n1)c1ccccc1F	20	-7	0.3	0.2
COc1ccccc1CN1CCN(Cc2cccc(OC)c2OC)CC1	86*	-2	0.0	1.5
COC(=O)COc1cc2oc(=O)cc(-c3ccccc3)c2cc1Cl	9	-2	0.0	0.1
CC1=NN(c2ccccc2)C(=O)/C1=C/c1ccccc1OCC(N)=O	6	9	-1.3	-1.0
Cc1cccc(OCc2nn3c(-c4ccc(F)cc4)nnc3s2)c1	0	-1	0.1	-1.4
c1ccc(-n2cnc3c(Nc4ccc(N5CCOCC5)cc4)nc(N4CCc5ccccc5C4)nc32)cc1	18	5	0.0	-0.4
Cc1ccc(-c2nnn(CC(=O)Nc3ccc(C(=O)N4CCCC4)cc3)n2)cc1	-10	-10	0.1	0.6
CC(=O)c1ccc(NC(=O)c2noc(C)c2[N+](=O)[O-])cc1	10	-32	0.3	-1.1
Cc1oncc1C(=O)N1CCC(C(Cc2ccc(F)cc2F)N(C)C(=O)C2CC2)CC1 (stereo unspecified)	1	-1	-0.1	0.6
COc1cccc(-c2cc(C(=O)N3CCN(C(=O)c4ccco4)CC3)[nH]n2)c1	13	1	0.2	-0.3
COCCn1c(CCC(=O)Nc2cccc(SC)c2)nc2cccnc21	-10	2	-0.4	0.0
C=CCN1CC2=C(C1=O)C(c1ccc(C)cc1)NC(=O)N2 (stereo unspecified)	-7	8	-0.1	-0.4
O=C(O)c1ccccc1C(=O)Nc1cc(Cl)cc(Cl)c1	-5	-1	-0.1	-1.1
Cc1ccc(N2CCN(c3ncnc4c3c(-c3ccccc3)cn4-c3ccc(F)cc3)CC2C)cc1 (stereo unspecified)	-6	-7	0.1	-0.1
CN(Cc1ccc(F)cc1)C(=O)CC1C(=O)NCCN1Cc1ccccc1C(F)(F)F (stereo unspecified)	4	-1	0.0	0.2
O=C(Nc1ccccc1F)N1CCN(c2ccc(Nc3cccnc3)nn2)CC1	-4	2	0.1	0.7
C=CCNS(=O)(=O)c1ccc(OCC)c2ncccc12	8	-6	-0.1	0.6
O=C(c1ccc(F)cc1)N1CCN(c2nnnn2-c2ccccc2)CC1	-6	4	0.1	1.7
COc1ccc(NC(=S)Nc2ccc(F)cc2[N+](=O)[O-])cc1OC	9	-4	-0.3	0.9
CCOc1ccc(N2CC(C(=O)Nc3cc(Cl)cc(Cl)c3)CC2=O)cc1 (stereo unspecified)	-3	-3	1.0	-0.5
COc1ccc(COCC(O)CN2CCN(C)CC2)cc1OC (stereo unspecified)	6	2	-0.1	0.7
CCOC(=O)c1c(NC(=O)c2ccc([N+](=O)[O-])cc2Cl)sc(C(C)=O)c1C	2	1	-0.1	0.9
CCC(=O)Nc1ccc(NC(=O)COc2ccc(Cl)cc2Cl)cc1	-1	-39	0.1	-0.9
SMILES	MITF inh	TEAD-YAP inh	FBW7 activator	GPR151 activ
O=C(COc1ccccc1)N(Cc1ccccn1)c1nc2c(F)cc(F)cc2s1	5	-9	0.0	0.3
CC(=O)c1ccc(N(C(=O)c2csnn2)C(C(=O)NC2CCCC2)c2ccccc2)cc1 (stereo unspecified)	-3	6	0.0	0.6
COC1CCC(C(=O)N2CCC(c3ncncc3-c3ccncc3)CC2)CC1 (stereo unspecified)	4	3	0.0	0.8
CC(=O)NN1C(=O)/C(=C2/Sc3ccc(Cl)cc3N2C)SC1=S	15	-13	0.1	-0.1
FC(F)(F)C1(C(F)(F)F)N=C(c2ccncc2)OC(N2CCOCC2)=N1	6	-5	0.1	-1.0
Cc1ccc(-n2cc(-c3ccccc3)c3c(Nc4ccc(N(C)C)cc4)ncnc32)cc1	3	2	-0.1	-0.4
C[n+]1ccc(C(=O)N/N=C/c2ccco2)cc1	8	13	0.2	1.7
CC(C)COC(=O)c1ccc(N2CC(O)=C(c3nc4ccccc4[nH]3)C2=N)cc1	8	-5	0.2	-0.4
CCOC(=O)c1ccc(NC(=O)CN(c2ccc(C)cc2)S(=O)(=O)c2ccc(OC)cc2)cc1	2	-6	0.2	-1.1
CCc1ccc(NC(=O)c2cnc(N3CCOCC3)nc2)cc1	5	-1	0.8	0.0
CCc1cc2c(=O)c(-c3nc4ccccc4n3C)coc2cc1OC(C)=O	-4	-8	-0.1	1.1
N#CC1=C(N)N(c2cccc(C(F)(F)F)c2)C2=C(C(=O)CCC2)C1c1ccc(Cl)cc1 (stereo unspecified)	8	0	-0.2	1.5
CCC(C(=O)NCc1cccc(Br)c1)n1nc(C)n2c(cc3occc32)c1=O (stereo unspecified)	0	13	0.0	0.9
COc1ccc(-n2nc3cc(C)c(NC(=O)c4ccc(C)c([N+](=O)[O-])c4)cc3n2)cc1	4	-7	0.0	0.8
O=c1c(/C=N/Nc2ccc(C(F)(F)F)cn2)c(Cl)nc2ccccn12	10	52*	0.1	-1.4
CCN(CC)C(=O)CCC/C=C\C[C@@H]1[C@@H](/C=C/[C@@H](O)CCc2ccccc2)[C@H](O)C[C@@H]1O	1	·	·	1.3
Cc1cccc(NC(=O)c2c(NC(=O)c3cccs3)sc3c2CCCC3)c1	-2	4	-0.1	0.8
Cc1cc(C)cc(NCc2ccccn2)c1	17	7	-0.4	0.1
CCCCc1nc2cc(NC(=O)NCC)c(C)nc2n1Cc1ccccc1[N+](=O)[O-]	2	10	-0.1	-0.7
CC(C)CN(CC(C)C)CC(O)CN(c1ccccc1)S(=O)(=O)c1ccc2ccccc2c1 (stereo unspecified)	-6	-1	-0.1	-1.1
CSc1ncccc1C(=O)NCC1Cc2cc(F)cc(-c3cnccn3)c2O1 (stereo unspecified)	8	5	-0.1	-0.8
O=C(NCCN1CCCC1)C1CC(=O)N(C2CCCCCC2)C1 (stereo unspecified)	-3	1	0.0	-1.7
CN1C(=O)c2ccc(NC(=O)COc3cccc4ccccc34)cc2C1=O	-3	-2	0.0	-0.2
O=C(CN1CCCCC1)Nc1ccc(F)cc1	-12	-1	-0.2	-1.6
CCc1cc2c(SCC(=O)N(C)C3CCS(=O)(=O)C3)ncnc2s1 (stereo unspecified)	-1	2	-0.1	-0.6
SMILES	MITF inh	TEAD-YAP inh	FBW7 activator	GPR151 activ
O=C(NC(=S)Nc1ncccn1)c1ccccc1Cl	13	-45	0.4	-0.7
CC(=O)Nc1ccc(NC(=O)CNS(=O)(=O)c2ccc(C)cc2)cc1	6	4	0.1	0.5
Cc1nn(-c2ccccc2)c2sc(C(=O)N/N=C/c3ccc4c(c3)OCO4)cc12	-6	-4	0.0	0.4
CC1=C(C(=O)OC(C)C)C(c2c(F)cccc2Cl)CC(=O)N1 (stereo unspecified)	2	-12	0.0	2.8
Cc1ccccc1NC(=O)Cn1cnc2c(nnn2Cc2ccccc2F)c1=O	-3	-3	0.1	0.1
CCCOc1ccc(C2c3c(-c4ccccc4O)n[nH]c3C(=O)N2CCCOC)cc1 (stereo unspecified)	10	19	-0.1	0.9
CCOC(=O)c1c(CNCc2ccccc2)n(-c2ccccc2)c2cc(Br)c(OC)cc12	10	-13	0.5	-0.8
O=C(CCn1c(=O)oc2ccccc21)Nc1ccc(F)cc1F	-2	-7	-0.1	1.9
O=C(NCc1ccc2c(c1)OCO2)c1cc(S(=O)(=O)N2CCc3ccccc32)ccc1Sc1cccc(Cl)c1	20	-1	0.3	-1.3
C=CCNC(=O)COc1ccc(S(=O)(=O)N2CCCC2)cc1	5	4	-0.1	0.6
COc1ccc(C)cc1N(C)C(=O)CCc1nc(-c2ccccc2F)no1	14	-3	0.1	1.6
Cn1c(=O)c2sccc2n2c(CCCC(=O)NCCC3=CCCCC3)nnc12	1	-9	-0.1	-1.2
CCOC(=O)C1(Cc2cccc(Cl)c2)CCCN(C(=O)C2CC2)C1 (stereo unspecified)	5	-28	-0.1	-0.1
Cc1ccccc1-n1c(SCC(=O)N2CCCCC2C)nnc1-c1cccnc1 (stereo unspecified)	7	2	0.0	-0.5
Cn1c(C(=O)NC2CC2)cc2sc(Cl)cc21	5	-3	0.2	-2.1
O=C1OC(c2ccccc2)=NC1=C(N1CCOCC1)N1CCOCC1	10	2	0.0	-1.6
O=C1NC(=S)N/C1=C\c1ccccc1OCc1ccccc1	-2	-5	0.0	-0.5
O=C(NNC(=O)c1ccc([N+](=O)[O-])cc1Cl)c1cccc(Br)c1	5	-6	-0.3	-0.6
CCN(CC)C1CCN(C(=O)c2ccc(OC3CCN(C(=O)COC)CC3)cc2)C1 (stereo unspecified)	-2	1	-0.1	0.1
Cc1ccc(S(=O)(=O)N2CCN(C(=O)c3ccc(Br)cc3)CC2)cc1	3	8	0.2	-0.4
Cc1ccc(Nc2ncnc3c2c(-c2ccccc2)cn3-c2ccc(C)cc2)cc1	-2	5	-0.1	4.3
CC(C)CCNC(=O)CN1N=C(c2ccc(Cl)cc2)CCC1=O	2	-1	0.1	-0.6
c1ccc(Nc2cc(Nc3ccccn3)ncn2)cc1	8	-51	-0.1	2.5
CC(C)c1ccc(OCC(=O)O/N=C(\N)c2ccncc2)c(Br)c1	16	-39	0.0	0.7
Cc1sc(NC(=O)C(C)(C)C)nc1-c1ccccc1	11	13	0.4	-0.4

Single records (already shown). Order of screens: MITF inh | TEAD-YAP inh | FBW7 activator | GPR151 activ
Cc1ccccc1NC(=O)Cn1cnc2c(nnn2Cc2ccccc2F)c1=O in the list: -3 | -3 | 0.1 | 0.1
O=C(CCn1c(=O)oc2ccccc21)Nc1ccc(F)cc1F in the list: -2 | -7 | -0.1 | 1.9

New compounds follow
SMILES	MITF inh	TEAD-YAP inh	FBW7 activator	GPR151 activ
CCCNc1cc(Nc2cnccn2)nc(N)n1	-4	19	-0.2	-0.5
COc1ccc(Cl)cc1NC(=O)Cn1c(C2CC2)nc2c(cnn2-c2ccccc2)c1=O	4	-7	0.0	-0.7
C(=N\Nc1ccccn1)/c1ccc(N2CCOCC2)cc1	2	-17	-0.1	-6.4
COc1ccc(Nc2nc3c(C)cccn3c(=O)c2C=O)cc1	-4	7	0.0	-0.6
CCC(=O)NCCn1ccc2ccccc21	16	-4	0.2	-1.2
O=C(NCCc1ccc(O)cc1)c1cnc(N2CCN(Cc3ccc4c(c3)OCO4)CC2)s1	7	11	-0.1	0.2
N#Cc1ccc(/C=N/Nc2ccc([N+](=O)[O-])cc2S(=O)(=O)N2CCOCC2)cc1	1	14	0.0	1.6
Cc1nnc(NC(=O)CSc2nnc(-c3cccs3)n2C)s1	9	-1	-0.2	0.5
O=C1CSC(c2ccc([N+](=O)[O-])cc2)N1Cc1ccco1 (stereo unspecified)	10	-2	-0.5	1.8
CN(C)c1nc(Oc2ccc(=O)n(C)n2)nc(N(C)C)n1	-6	-24	-0.1	0.7
CC(=O)Nc1ccc(/C=N/N2C(=O)NC(C)(c3ccc(OC(F)F)cc3)C2=O)cc1 (stereo unspecified)	-6	5	0.3	1.4
CCCCCOc1ccc(NC(=O)C(=O)NC2CC2)cc1	-10	-9	0.0	-1.7
CCc1cccc(NC(=O)c2oc(=O)c3ccccc3c2-c2ccc(C)cc2)c1	2	0	0.1	1.3
CC[n+]1cnn(CC(=O)c2ccc(Cl)cc2Cl)c1	-12	-6	-0.2	2.4
O=C(CSc1nnc(NC(=O)Cc2ccc(F)cc2)s1)NCC1CCCO1 (stereo unspecified)	4	10	1.4	5.0*
Cn1cnc2c1c(=O)n(CC(O)CO)c(=O)n2C (stereo unspecified)	5	-1	0.6	0.0
CCN=c1scc(C)n1/N=C/c1ccc(Br)cc1	20	-71	-0.3	-0.4

Entries shown so far with a Cl atom (17):
SMILES	MITF inh	TEAD-YAP inh	FBW7 activator	GPR151 activ
COC(=O)COc1cc2oc(=O)cc(-c3ccccc3)c2cc1Cl	9	-2	0.0	0.1
O=C(O)c1ccccc1C(=O)Nc1cc(Cl)cc(Cl)c1	-5	-1	-0.1	-1.1
CCOc1ccc(N2CC(C(=O)Nc3cc(Cl)cc(Cl)c3)CC2=O)cc1 (stereo unspecified)	-3	-3	1.0	-0.5
CCOC(=O)c1c(NC(=O)c2ccc([N+](=O)[O-])cc2Cl)sc(C(C)=O)c1C	2	1	-0.1	0.9
CCC(=O)Nc1ccc(NC(=O)COc2ccc(Cl)cc2Cl)cc1	-1	-39	0.1	-0.9
CC(=O)NN1C(=O)/C(=C2/Sc3ccc(Cl)cc3N2C)SC1=S	15	-13	0.1	-0.1
N#CC1=C(N)N(c2cccc(C(F)(F)F)c2)C2=C(C(=O)CCC2)C1c1ccc(Cl)cc1 (stereo unspecified)	8	0	-0.2	1.5
O=c1c(/C=N/Nc2ccc(C(F)(F)F)cn2)c(Cl)nc2ccccn12	10	52*	0.1	-1.4
O=C(NC(=S)Nc1ncccn1)c1ccccc1Cl	13	-45	0.4	-0.7
CC1=C(C(=O)OC(C)C)C(c2c(F)cccc2Cl)CC(=O)N1 (stereo unspecified)	2	-12	0.0	2.8
O=C(NCc1ccc2c(c1)OCO2)c1cc(S(=O)(=O)N2CCc3ccccc32)ccc1Sc1cccc(Cl)c1	20	-1	0.3	-1.3
CCOC(=O)C1(Cc2cccc(Cl)c2)CCCN(C(=O)C2CC2)C1 (stereo unspecified)	5	-28	-0.1	-0.1
Cn1c(C(=O)NC2CC2)cc2sc(Cl)cc21	5	-3	0.2	-2.1
O=C(NNC(=O)c1ccc([N+](=O)[O-])cc1Cl)c1cccc(Br)c1	5	-6	-0.3	-0.6
CC(C)CCNC(=O)CN1N=C(c2ccc(Cl)cc2)CCC1=O	2	-1	0.1	-0.6
COc1ccc(Cl)cc1NC(=O)Cn1c(C2CC2)nc2c(cnn2-c2ccccc2)c1=O	4	-7	0.0	-0.7
CC[n+]1cnn(CC(=O)c2ccc(Cl)cc2Cl)c1	-12	-6	-0.2	2.4
